MEX-5 binding = C. elegans MEX-5 TCR-2 RNA binding activity | AID 1832 | 0.38% of 300,000 active | Q9XUB2 | MEX-5/FITC-TCR2 RNA binding, fluorescence polarization; active compounds read low | activity score (negative = inhibition of binding), % at 10 µM;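 active = inhibition past about -25% in most replicates, and total fluorescence under double the plate's negative control median, limit read from the data; inconclusive = replicates evenly split on the limit, or fluorescence at least double controls; inactive = too little inhibition in most replicates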;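 note: 0% = DMSO and -100% = 5 µM competing unlabeled TCR2 RNA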
Target sequence (Q9XUB2 whole entry, looked up): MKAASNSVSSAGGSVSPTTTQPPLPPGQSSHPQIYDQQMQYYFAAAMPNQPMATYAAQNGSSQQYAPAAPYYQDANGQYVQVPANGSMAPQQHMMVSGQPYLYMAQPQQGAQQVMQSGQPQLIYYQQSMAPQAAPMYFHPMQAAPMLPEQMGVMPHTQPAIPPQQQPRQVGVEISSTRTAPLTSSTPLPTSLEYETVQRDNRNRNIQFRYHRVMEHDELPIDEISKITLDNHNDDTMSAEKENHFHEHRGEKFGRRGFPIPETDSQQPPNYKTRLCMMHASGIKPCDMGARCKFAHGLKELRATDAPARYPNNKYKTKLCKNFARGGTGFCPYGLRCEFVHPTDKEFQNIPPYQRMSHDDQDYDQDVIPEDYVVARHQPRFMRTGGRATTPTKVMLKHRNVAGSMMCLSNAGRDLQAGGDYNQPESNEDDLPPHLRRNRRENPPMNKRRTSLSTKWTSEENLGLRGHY
MCL1-BIM inh = MCL1-BIM-BH3 interaction inhibition (human); inhibition, % at 10.9 µM; 0.68% of 320,000 active; AID 2057; GST-MCL1 / FITC-Bim-BH3 fluorescence polarization;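 active = inhibition above the mean inhibition of all tested compounds plus 3 SD, set per campaign, cut at about 40% in these data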;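 note: 0% = DMSO wells and 100% = unlabeled Bim-BH3 peptide control; higher means more loss of mP so more displacement of Bim peptide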
EBNA-1 inh = blocks EBNA-1 binding to DNA; EBNA-1 DNA binding, fluorescence polarization; inhibition, % at 14.8 µM; 0.34% of 300,000 active; in the data active = inhibition above about 28%
Efflux pump mplx = inhibitors of Candida antifungal efflux pumps expressed in yeast; inhibition, % at 10 µM; AID 485275; 0.44% of 330,000 active; S. cerevisiae Candida pump triplex, Nile Red efflux;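 active = plate passing quality check with inhibition over a set limit, or well fluorescence over plate mean plus 4 SD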;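 note: Nile Red retained in pooled yeast measured as flow cytometry median fluorescence; 0% = buffer negative control and 100% = Enniatin B positive control; higher means more Nile Red kept so more efflux inhibition; some compounds called inactive have numbers as strong as hits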
Bcl-xL primary = Bcl-xL (human) inhibition; GST-Bcl-xL / FITC-Bim BH3 peptide fluorescence polarization; AID 2129; 0.7% of 320,000 active; Q07817; inhibition, % at 10.9 µM;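 active = inhibition above the mean of all tested compounds plus 3 SD, cutoff set per campaign, cut at about 30% in these data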;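 note: 0% = DMSO wells and 100% = unlabeled Bim-BH3 peptide competitor; inhibitors lower millipolarization by displacing the labeled peptide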
Target sequence (Q07817 whole entry, looked up): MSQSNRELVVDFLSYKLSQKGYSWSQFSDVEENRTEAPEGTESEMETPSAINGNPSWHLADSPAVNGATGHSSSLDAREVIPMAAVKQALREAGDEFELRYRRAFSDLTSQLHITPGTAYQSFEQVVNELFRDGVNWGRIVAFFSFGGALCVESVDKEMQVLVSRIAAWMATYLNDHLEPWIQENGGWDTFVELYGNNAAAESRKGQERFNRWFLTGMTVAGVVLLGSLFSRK
Fam108B counter = counter-screen for RBBP9 inhibitors: inhibitors of mouse Fam108B; recombinant Fam108B, FP-Rh probe fluorescence polarization; inhibition, % at 9.51 µM; 0.33% of 300,000 active; AID 1947;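 active = inhibition above the screen mean inhibition plus 3 SD, computed separately per campaign, cut at about 18% in these data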;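 note: inhibitors lower polarization as less probe binds the enzyme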
CR mimetic SO = yeast age-related superoxide inhibition as caloric restriction mimetic; S. cerevisiae aged cells, superoxide DHE fluorescence; active compounds read low; superoxide response (% of plate mean), % at 10 µM; 0.18% of 330,000 active; AID 2690;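 active = superoxide response under a set limit, about three screen SD below normal, cut at about 65% in these data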;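 note: yeast aged for seven days with compound at 30 °C before DHE staining; 100% = average MFI of all compound-treated wells on the plate with controls excluded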
ZTA counter = counter-screen for EBNA-1 inhibitors: inhibitors of Epstein-Barr virus ZTA. inhibition, % at 11 µM. P03206. ZTA-DNA binding, fluorescence polarization. 0.15% of 320,000 active; in the data active = inhibition above about 33%
Target sequence (P03206 whole entry, looked up): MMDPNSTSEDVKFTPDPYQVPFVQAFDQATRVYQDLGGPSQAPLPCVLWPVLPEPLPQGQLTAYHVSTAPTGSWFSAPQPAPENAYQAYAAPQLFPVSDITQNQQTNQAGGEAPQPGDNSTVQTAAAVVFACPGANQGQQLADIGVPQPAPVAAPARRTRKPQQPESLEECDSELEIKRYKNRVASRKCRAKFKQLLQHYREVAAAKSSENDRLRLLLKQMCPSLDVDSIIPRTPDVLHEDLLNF
GLD-1 TGE inh = GLD-1-TGE RNA interaction inhibition (C. elegans). Q17339. purified GLD-1 + fluorescein TGE RNA, fluorescence polarization. inhibition, % at 5.96 µM. 0.44% of 320,000 active. AID 2280;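 active = percent inhibition above a per-plate cutoff, the plate mean of test compounds plus 3 SD, cut at about 30% in these data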;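 note: 0% = DMSO wells with GLD-1 and probe and 100% = wells lacking GLD-1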
The depositor's hits bear a star; ? = inconclusive; · = no result given; + = active, no number.

SMILES | MEX-5 binding | MCL1-BIM inh | EBNA-1 inh | Efflux pump mplx | Bcl-xL primary | Fam108B counter | CR mimetic SO | ZTA counter | GLD-1 TGE inh
Cc1nc2ccccc2nc1OCc1cccc([N+](=O)[O-])c1 | 2.0 | 4 | -7 | 0.0 | 12 | -1 | 132 | -4 | -2
CCCN(CC(=O)c1cc(C)n(C)c1C)S(=O)(=O)c1cccc(C(F)(F)F)c1 | 0.4 | -6 | 7 | 0.1 | -3 | 2 | 75 | 7 | 2
Cc1cccc(NC(=O)c2ccccc2C(=O)O)c1 | 2.1 | -3 | -3 | -0.1 | 4 | 6 | 105 | 0 | 4
O=C1CC(Sc2ccc(Cl)cc2)C(=O)N1c1ccc2c(c1)OCCO2 (configuration not stated) | -0.3 | 9 | 7 | 0.0 | 10 | 1 | 111 | 1 | 5
COc1ccccc1N1CCN(S(=O)(=O)c2cccc(F)c2)CC1 | -0.3 | 6 | -9 | 0.2 | 4 | 3 | 70 | -7 | 4
CC(C)(C)c1ccc(OCC(=O)N2CCN(C=O)CC2)cc1 | 5.7 | 7 | 0 | 0.1 | 7 | -1 | 104 | 13 | 10
CC1CCCCN1C(=O)CSc1nnc(-c2cccs2)o1 (configuration not stated) | -2.7 | 7 | 7 | 0.1 | 6 | 1 | 92 | 0 | 2
CCOC(=O)C1=C(C)NC2=C(C(=O)CCC2)C1c1ccc(N(C)C)cc1 (configuration not stated) | -2.1 | 6 | 4 | 0.1 | 2 | -2 | 111 | 7 | -6
CN(C)CCNC(=O)c1onc(CSc2nc3ccccc3[nH]2)c1C(=O)NCCN(C)C | -0.2 | -10 | 0 | 0.0 | -2 | 0 | 99 | 5 | 4
CCCN(C#N)c1nc(NCC)nc(NC(C)C)n1 | 0.2 | -6 | -5 | -0.1 | -3 | 4 | 115 | -19 | 0
O=C(O)c1cccc2c1C(=O)c1ccc(N3CCCCC3)cc1S2(=O)=O | · | -2 | · | -0.1 | 16 | · | 104 | -2 | -11
CCN(CC(=O)Nc1ccc(OC)cc1)C(=O)c1ccc(=O)n(Cc2ccccc2)n1 | · | -1 | · | 0.1 | 0 | · | 96 | 3 | 5
Fc1ccc(OCCCCCCN2CCCC2)cc1 | -3.7 | -5 | 11 | -0.1 | -3 | -4 | 95 | -15 | 2
Cc1cc(/C=N\O)c(C)n1-c1ccncc1 | 0.2 | -13 | -5 | -0.2 | -4 | -4 | 104 | -22 | -3
CSc1ccccc1NC(=O)CN(C)S(=O)(=O)c1ccc(F)cc1 | 0.4 | 6 | 1 | 0.1 | 2 | -3 | 103 | -3 | 4
Cn1c2ccccc2c(=O)c2cc(C#Cc3cccc(N)c3)ccc21 | · | -2 | · | -0.1 | 2 | · | 114 | 11 | -10
COc1cc(/C=C/C(=O)O)cc(S(=O)(=O)N(C)CCO)c1OC | -0.5 | 12 | -7 | 0.2 | 6 | 1 | 111 | -29 | 5
CN(C)Cc1ccc(CNC(=O)COc2ccc3ccccc3c2)cc1 | 1.0 | 1 | -4 | -0.1 | 3 | -2 | 97 | 6 | -2
OCCN(CCO)c1ccc2ccccc2c1 | 1.9 | 5 | -2 | 0.0 | 10 | 3 | 82 | 18 | 8
CC1=C(C)CC(C(=O)N2CCN(Cc3ccc4c(c3)OCO4)CC2)C(C(=O)O)C1 (configuration not stated) | 1.3 | -8 | -13 | 0.2 | 2 | 4 | 105 | -4 | 0
O=c1cc(-c2ccccc2)nc2nc(-c3ccco3)[nH]n12 | 1.3 | 8 | -1 | -0.1 | 5 | 2 | 88 | 14 | -4
CCC(C)n1c(=N)c(C#N)cc2c(=O)n3cccc(C)c3nc21 (configuration not stated) | ? | 0 | -13 | 0.1 | 5 | 4 | 126 | -8 | 0
O=C(c1ccccc1)N1CCCCC(Sc2nnnn2-c2ccccc2)C1=O (configuration not stated) | -0.7 | -6 | 0 | 0.0 | -8 | -3 | 105 | -2 | 3
Cc1cc(C(=O)OC(C(=O)Nc2ccc(C)c(Cl)c2)c2ccccc2)c(C)o1 (configuration not stated) | -0.6 | -4 | -6 | 0.2 | 1 | -36 | 89 | -2 | 6
CCOC(=O)CNC(=O)CSc1nc(C)cc(C)c1C#N | 0.5 | 4 | -11 | 0.0 | 7 | -1 | 111 | -1 | -2
CN(C)C(=O)c1ccc(COc2ccccc2Br)o1 | -5.1 | 3 | -8 | 0.1 | 0 | -2 | 105 | 8 | 5
O=S(=O)(c1cccc(-c2n[nH]c(=S)n2Cc2ccccc2)c1)N1CCOCC1 | -3.4 | -23 | 2 | -0.1 | -21 | 3 | 108 | 3 | 4
CCOCc1nnc(NC(=O)CSc2ccccc2)s1 | 0.3 | 1 | 13 | -0.1 | 1 | 2 | 81 | -18 | 0
Cc1ccc(CS(=O)(=O)CCC(=O)NCC2CCCO2)cc1 (configuration not stated) | -2.6 | 2 | -8 | 0.0 | 1 | -2 | 105 | -9 | 5
Cc1c(C(=O)N(C)CCOc2ccccc2)oc2c(Cl)cccc12 | · | 4 | · | 0.0 | 2 | · | 89 | -11 | 7
Cc1ccccc1NS(=O)(=O)c1c(C(=O)N2CCCCCC2)c(C)n(C)c1C | 1.1 | 6 | 6 | 0.0 | 3 | -2 | 97 | -6 | 5
Cc1cc(NC(=O)CCC(=O)N(C2CC2)C2(C(=O)NC3CCCC3)CCC(C)CC2)no1 (configuration not stated) | 3.5 | -4 | -17 | 0.0 | 4 | -3 | 89 | -16 | -1
CCOC(=O)N1CCN(C(=O)c2ccc3c(=O)n(CCC4=CCCCC4)c(=O)[nH]c3c2)CC1 | 1.0 | 2 | -9 | 0.2 | 3 | 3 | 111 | -12 | -2
NC(=O)C1CCN(C(=O)NC2CC(=O)N(c3ccc4c(c3)OCCO4)C2)CC1 (configuration not stated) | 2.7 | 7 | -8 | -0.1 | 4 | -2 | 99 | -6 | 3
COc1ccc(CNC(=O)/C=C/c2ccco2)cc1OC | 3.5 | 5 | 0 | -0.1 | 8 | -1 | 84 | 13 | 2
COc1ccc(C)cc1NCc1ccc(OC)c(C)c1OC | -1.0 | 1 | 12 | -0.1 | 6 | -1 | 100 | -7 | 9
CC(C)CN(C(=O)CCNC(=O)c1ccccc1Cl)C1CCS(=O)(=O)C1 (configuration not stated) | · | 3 | · | -0.1 | 2 | · | 75 | 8 | 1
CC1(C)Cc2c(sc3c2C(=O)N(c2ccccc2)C2=NCCN23)CS1 | 1.2 | -6 | -5 | 0.1 | -4 | 2 | 101 | 7 | -7
Cn1nc(C(=O)NC2=NCCS2)ccc1=O | -0.8 | 3 | -4 | 0.1 | -1 | 0 | 97 | 0 | -5
COC(CN(C)C(=O)C1CCC(CNS(=O)(=O)c2ccc(C)cc2)CC1)OC (configuration not stated) | 5.2 | -4 | 12 | 0.4 | -3 | 2 | 101 | 3 | -1
COc1ccc(Br)cc1CN(C)C(=O)CNC(=O)c1ccc2ccccc2c1 | 2.3 | 3 | 3 | 0.2 | 4 | 1 | 100 | -4 | -1
CN(Cc1ccccc1)CC(O)COc1ccc(CNCc2cccnc2)cc1 (configuration not stated) | 1.0 | -1 | -12 | 0.0 | 4 | 1 | 103 | 2 | 7
COc1ccc(CN2CCNC(=O)C2CC(=O)NC2CCCC2)c(OC)c1 (configuration not stated) | 1.7 | 11 | -3 | -0.1 | 10 | 3 | 96 | -1 | 9
COc1ccc(OC(=O)c2ccc(Cl)cc2)c(C(C)=O)c1 | 0.1 | -1 | -8 | 0.1 | 5 | 0 | 108 | -5 | 0
O=C(Nc1ccc(F)cc1)c1ccc(S(=O)(=O)N2CCOCC2)o1 | 0.3 | -2 | -11 | 0.1 | 2 | 2 | 90 | -10 | 1
CCn1c(SCC(=O)NC2CCCC2)nc2c1c(=O)n(C)c(=O)n2C | 1.9 | 10 | 5 | -0.1 | 7 | 1 | 100 | -10 | -3
CCCCC(=O)Nc1cccc(C(=O)Nc2ccccc2C(=O)O)c1 | -0.4 | -3 | 10 | 0.0 | 3 | -2 | 91 | 6 | -7
O=C(/C=C/c1ccccc1)NNc1ccc(Cl)cc1 | 2.5 | -5 | 1 | 0.1 | 5 | -3 | 92 | 3 | -4
O=C(CSc1nnc(-c2ccccc2Cl)o1)N1CCOCC1 | -1.4 | 2 | -8 | 0.0 | 4 | 1 | 108 | -3 | 3
CCC1(C)Cc2ccccc2/C(=C/C(=O)N2CCCCC2)N1 (configuration not stated) | -1.3 | 31 | -6 | 0.0 | 31* | 2 | 101 | -12 | 12
O=C(COC(=O)/C=C/c1cccc(Br)c1)NCCc1ccccc1 | 0.3 | 4 | 0 | -0.1 | 7 | -2 | 105 | -21 | 8
O=C1c2cccc3cccc(c23)C(=O)N1CCCN1CCN(c2ccc(F)cc2)CC1 | 2.3 | -2 | -3 | 0.1 | 8 | 3 | 105 | -14 | 3
CCCCC(=O)Nc1cccc(-c2nc3ncccc3o2)c1 | -1.5 | 3 | 4 | 0.0 | 1 | -1 | 105 | -3 | 0
COc1ccc(-c2cc(C(=O)N(C)Cc3ccccc3F)c3ccccc3n2)cc1OC | -0.9 | -11 | -15 | -0.1 | -4 | -9 | 109 | -7 | -1
Clc1ccc(Br)cc1-c1nc(-c2ccncc2)no1 | 1.1 | 6 | 5 | -0.2 | 10 | -2 | 98 | 24 | -2
CCC(CNc1cc(OC)cc2cccnc12)NC1CCCCC1 (configuration not stated) | -11 | + | -22 | 0.1 | + | 30* | 128 | 2 | 33*
C/C(=N\Nc1nc(C)cc(-c2ccccc2)n1)c1ccc(C)o1 | 3.1 | 1 | 3 | -0.1 | 2 | -1 | 88 | 13 | -5
CC(Oc1ccc(-c2ccccc2)cc1)C(=O)N/N=C/c1cccnc1 (configuration not stated) | -1.0 | -5 | -1 | 0.1 | -1 | 5 | 99 | -10 | 3
O=C(C1CCCN(c2ncnc3c2nc2n3CCCCC2)C1)N1CCN(c2ccc(F)cc2)CC1 (configuration not stated) | 0.0 | 1 | -2 | -0.2 | 4 | 4 | 94 | -6 | 3
COC(=O)C(C(=O)OC)c1ccccc1[N+](=O)[O-] | 0.7 | 4 | 1 | 0.1 | 5 | -1 | 104 | 5 | -12
COc1cccc(C(=O)NC(=S)Nc2ccc(Cl)c(C(=O)O)c2)c1 | -1.9 | 11 | -2 | -0.3 | 6 | -5 | 93 | -12 | 1
CCC(=O)Nc1ccc(-c2cc(-c3ccccc3)nc(-c3ccc(NC(=O)CC)cc3)n2)cc1 | 0.4 | 2 | -16 | 0.0 | 8 | -41 | 101 | 0 | 0
CC1(C)CC(=O)c2cnc(NC(=O)c3ccco3)nc2C1 | 6.4 | -4 | -2 | 0.1 | -1 | -5 | 112 | -2 | -2
